Pin1 inh – human Pin1 inhibition | Q13526 | Pin1 FP peptide displacement, HiFluor488, 10 min | Potency, µM (top dose mostly 115 µM), without a hit: top-dose activity, negative = inhibition, most hits filed as inhibitors | 390,000 tested, 0.009% active | AID 504891; active = well fitted inhibition curve with a large enough effect in the polarisation, with a control signal flat, not every such curve was filed as active; inconclusive = small, poorly fitted or top-dose-only effect, or effect the other way, or a change in a side signal; inactive = no such curve, though single readings can be large or run the other way; the % refers to the polarisation; note: potency is the fitted concentration of half-maximal effect; % is set by controls: 0 for no effect and ±100 for the full control effect
Target sequence (Q13526 whole entry, looked up): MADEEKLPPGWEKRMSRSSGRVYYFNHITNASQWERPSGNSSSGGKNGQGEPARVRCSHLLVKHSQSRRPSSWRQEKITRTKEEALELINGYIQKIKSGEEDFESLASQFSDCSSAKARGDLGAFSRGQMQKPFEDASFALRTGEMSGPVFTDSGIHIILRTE
USP1 inh – USP1/UAF1 (human) deubiquitinase inhibition | O94782 | recombinant USP1/UAF1, Ub-Rhodamine cleavage fluorescence | Potency, µM (doses to about 57.1 µM), inactives show at the highest dose activity change, negative = inhibition, hits mostly inhibitors | 390,000 tested, 0.23% active; note: potency is the fitted concentration of half-maximal effect; % is set by controls: 0 for no effect and ±100 for the full control effect; nearly all actives have a fitted effect of over 60% in size; inactives centre near -12
Target sequence (O94782 whole entry, looked up): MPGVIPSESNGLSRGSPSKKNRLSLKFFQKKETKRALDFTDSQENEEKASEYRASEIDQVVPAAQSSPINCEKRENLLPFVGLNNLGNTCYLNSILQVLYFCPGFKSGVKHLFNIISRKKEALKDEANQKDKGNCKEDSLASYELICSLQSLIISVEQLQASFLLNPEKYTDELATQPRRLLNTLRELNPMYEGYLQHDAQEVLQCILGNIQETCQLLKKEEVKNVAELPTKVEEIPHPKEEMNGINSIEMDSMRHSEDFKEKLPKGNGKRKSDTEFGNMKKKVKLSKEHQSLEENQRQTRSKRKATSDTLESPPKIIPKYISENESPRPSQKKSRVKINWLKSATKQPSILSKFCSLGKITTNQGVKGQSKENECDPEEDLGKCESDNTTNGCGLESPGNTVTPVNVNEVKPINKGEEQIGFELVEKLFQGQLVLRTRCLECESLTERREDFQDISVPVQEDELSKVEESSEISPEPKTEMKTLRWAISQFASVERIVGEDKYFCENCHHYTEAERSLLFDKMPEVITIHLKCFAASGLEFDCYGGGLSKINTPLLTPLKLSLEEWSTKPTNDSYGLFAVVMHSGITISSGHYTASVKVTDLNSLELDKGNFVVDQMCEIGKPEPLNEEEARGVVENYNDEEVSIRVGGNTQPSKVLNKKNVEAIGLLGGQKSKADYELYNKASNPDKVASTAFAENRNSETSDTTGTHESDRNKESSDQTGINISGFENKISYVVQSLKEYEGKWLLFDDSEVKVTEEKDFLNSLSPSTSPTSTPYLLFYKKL
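USP1/UAF1 complex (1 nM) preincubated 15 min at room temperature with compound, then Ub-Rho substrate (150 nM final) added. Kinetic fluorescence at 480/540 nm over 6 reads at 60 s intervals; 50 mM HEPES pH 7.8, 0.5 mM EDTA, 0.1 mg/ml BSA, 1 mM TCEP, 0.01% Tween-20.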
TRHR enhancer – allosterically enhances the human TRH receptor; 360,000 tested, 0.66% active; enhancement, % at 2 µM; TRHR cells, fluo-8 calcium fluorescence, EC20 TRH enhancement; AID 493056; P34981; in the data active = enhancement above about 30%; note: 0% is about no effect
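Enhancer read-out: after compound pinning and an initial kinetic agonist-mode read, an EC20 of TRH (10 nM final) was injected and fluo-8 calcium signal (Ex 480/Em 530) followed at 1 s/cycle for 100 cycles in TRHR-expressing cells.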
D2 antag – D2 dopamine receptor (human) antagonism; inhibition, % at 10 µM; HEK293 TREx D2 cells, calcium flux, dopamine EC80; 340,000 tested, 2% active; in the data active = inhibition above about 30%; note: 0% is about no effect
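Calcium mobilization kinetics were recorded at 1 s intervals in tetracycline-induced HEK293 T-REx D2 cells, first for 180 s after compound addition and then 180 s after EC80 dopamine.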
rTrxR1 inhibitor – inhibitors of rat thioredoxin reductase 1. O89049. recombinant rTrxR1, NADPH fluorescence consumption, selenite substrate. Potency, µM (top dose mostly 114 µM), without a hit: at the highest dose activity change, negative = inhibition, hits mostly inhibitors. 390,000 tested, 1% active. AID 588453; note: potency is the fitted concentration of half-maximal effect; % is set by controls: 0 for no effect and ±100 for the full control effect; nearly all actives have a fitted effect of over 65% in size
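Rat TrxR1 (90 nM in the dispensed reagent) was pre-reduced with 400 uM NADPH for 5 min at room temperature, then incubated with compound for 15 min. After 400 uM selenite was added, NADPH fluorescence (Ex 340/Em 450 nm) was followed for 8 min.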
D2 agonist – agonists of human D2 dopamine receptor; HEK293 T-REx D2 cells, calcium flux agonist mode; activation, % at 2 µM; AID 485358; 340,000 tested, 0.53% active;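 active = activation over 3 SD above normal in the single-dose calcium agonist read, cut at about 30% in these data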; note: 0% is about no effect
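Tetracycline-induced HEK293 T-REx cells with force-coupled D2 receptor, plated overnight at 30 C, loaded with no-wash calcium dye. After a 10 s baseline, compound was pin-added and calcium flux read kinetically for 180 s; calcium rises flagged agonists.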
TRHR agonist – activates the human TRH receptor; P34981; TRHR cells, calcium flux fluo-8, FDSS agonist mode; activation, % at 2 µM; 360,000 tested, 0.18% active; AID 493084; in the data active = activation above about 30%; note: 0% is about no effect
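Steps: seed TRHR cells overnight; add fluo-8 no-wash Ca dye, RT 30 min–1.5 h; record 10 s baseline; pin-transfer compounds; monitor fluorescence 1 cycle/s for the agonist window. Calcium increases flag candidate agonists.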
IDH1 R132H inh – inhibitors of human mutant IDH1 R132H; O75874; Potency, µM (series often up to 76.6 µM), for the others: top-dose activity change, negative = inhibition, usual class: inhibitors; IDH1-R132H enzyme, NADPH consumption, diaphorase/resazurin fluorescence; 390,000 tested, 0.093% active; AID 602179; note: potency is the fitted concentration of half-maximal effect; % is set by controls: 0 for no effect and ±100 for the full control effect; nearly all actives have a fitted effect of over 65% in size
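IDH1-R132H (0.5 ug/mL dispensed) in pH 7.5 Tris buffer was preincubated 30 min with compound, then given a substrate mix of 0.016 mM NADPH and 2 mM alpha-KG for 80 min at room temperature; remaining NADPH was read by diaphorase/resazurin fluorescence.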
TrxR1 substrate – substrates of rat thioredoxin reductase 1. 390,000 tested, 0.01% active. Potency, µM (titrated, usually from 114 µM), inactives show at the top dose activity change, negative = substrate turnover. AID 588456. purified TrxR1 substrate turnover, NADPH consumption readout. O89049; note: potency is the fitted concentration of half-maximal effect; % is set by controls: 0 for no effect and ±100 for the full control effect; nearly all actives have a fitted effect of over 50% in size
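Rat TrxR1, dispensed at 90 nM, was prereduced with 400 uM NADPH (final) for 5 min at ~22 deg C, then incubated with compound 15 min before 400 uM selenite. A first-read NADPH fluorescence drop versus no-compound background flagged substrates.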
An asterisk follows results filed as active; ? = inconclusive; nt = not tested or not shown; [ ] = dose if it differs, or a comment. Unless noted, calls come from the whole dose curve; as a rule, active = well fitted inhibition curve with a large enough effect; inconclusive = small, poorly fitted or top-dose-only effect; inactive = no such curve, though single readings can be large or run the other way. This is a subset (hit frequency here may not be typical).

SMILES,USP1 inh,TrxR1 substrate,Pin1 inh,TRHR agonist,IDH1 R132H inh,TRHR enhancer,rTrxR1 inhibitor,D2 antag,D2 agonist
Cc1ccc(S(=O)(=O)NC2(C(=O)O)CCCCC2)cc1,-8%,2%,0%,0.5,-4%,2,14%,-30,0.2
CCN(CC)C(=O)c1cn(C)c(=O)c2cc(OC)c(OC)cc12,-11%,18%,-2%,1.2,3%,8,31%,8,-0.4
O=C1c2ccccc2NC(c2ccc(O)cc2)N1/N=C/c1ccc(O)cc1 (centres undefined),-13%,-6%,-5%,-0.4,6%,1,-5%,-11,0.2
C[N+]1=C(/C=C/Nc2ccccc2Cl)C(C)(C)c2ccccc21,-16%,-14%,?,1.1,7%,4,-25%,nt,nt
O=C(Nn1cnnc1)c1ccc([N+](=O)[O-])cc1Cl,-14%,-4%,-1%,nt,-1%,nt,17%,nt,nt
CCOC(=O)C1=C(C)NC(=O)C(C(N)=O)C12CCCCC2 (centres undefined),-15%,2%,-1%,0.2,6%,-1,0%,0,-0.8
Cc1ccc(C(=O)NNC(=O)Cc2csc(-c3csc(C)n3)n2)cc1,-12%,-2%,-1%,-0.6,16%,-4,17%,13,-0.7
CCc1ccc(C(C(=O)NC2CCCC2)N(C(=O)/C=C/C(=O)Nc2cc(C)on2)c2ccccc2C)cc1 (centres undefined),?,-5%,-2%,0.1,-9%,27,?,-4,0.4
O=C(Oc1cc(=O)oc2c1c(=O)n1c3c(cccc23)CC1)c1ccc(F)cc1,-9%,2%[57.1 µM],?,0.5,9%,-3,26%[57.1 µM],3,0.1
Cc1c(Cl)cccc1NC(=O)c1ccco1,-10%,-9%,-1%,-0.1,0%,24,7%[57.1 µM],-3,1.8
CCC(=O)N1CCN(c2nc(-c3ccc(Cl)cc3)cs2)CC1,-16%,-4%,2%,0.8,5%,-2,3%,-12,3.7
CSc1ccc(C2c3c(oc4cc(C)cc(C)c4c3=O)C(=O)N2Cc2ccco2)cc1 (centres undefined),14%,7%,-6%,0.2,nt,-4,10%,nt,-0.5
COc1ccccc1CNCC(c1ccccc1)c1ccccc1,nt,nt,nt,0.4,nt,-9,nt,-8,-0.6
N#Cc1c(C(F)(F)F)cc(-c2cccs2)nc1SCC(=O)Nc1cccc(C(F)(F)F)c1,56%[activator],28%,?,26,-6%,7,23%,nt,9.2
CCCCCN(C(=O)CCC(=O)OCC(=O)Nc1cccc(SC)c1)c1c(N)n(CCCC)c(=O)[nH]c1=O,-20%,-2%[57.1 µM],-1%,1.6,-1%,-3,23%,-18,0.4

Among those listed so far, these have two or more sulfur atoms:
SMILES,USP1 inh,TrxR1 substrate,Pin1 inh,TRHR agonist,IDH1 R132H inh,TRHR enhancer,rTrxR1 inhibitor,D2 antag,D2 agonist
Cc1ccc(C(=O)NNC(=O)Cc2csc(-c3csc(C)n3)n2)cc1,-12%,-2%,-1%,-0.6,16%,-4,17%,13,-0.7
N#Cc1c(C(F)(F)F)cc(-c2cccs2)nc1SCC(=O)Nc1cccc(C(F)(F)F)c1,56%[activator],28%,?,26,-6%,7,23%,nt,9.2

(more compounds)
SMILES,USP1 inh,TrxR1 substrate,Pin1 inh,TRHR agonist,IDH1 R132H inh,TRHR enhancer,rTrxR1 inhibitor,D2 antag,D2 agonist
O=C1OC(c2ccccc2)Sc2ccccc21 (centres undefined),0%,-7%[57.1 µM],0%,nt,7%,nt,14%[57.1 µM],nt,nt
COC(=O)c1nn(-c2ccc(OC)cc2)c(=O)cc1Sc1ccc(C)cc1,?,-11%[57.1 µM],-2%,-0.1,-16%,-4,-10%[57.1 µM],3,-0.5
COc1ccc(C(=O)NCCCN=C2NS(=O)(=O)c3ccccc32)cc1,-1%,16%[57.1 µM],-5%,0.3,17%,2,25%[57.1 µM],22,-0.2
COc1ccc(/C=N/NC(=O)c2ccc3nc[nH]c3c2)c(OC)c1OC,-15%,8%[57.1 µM],-10%,-0.5,-1%,-4,19%[57.1 µM],-9,-0.3
Cc1ccc(CNc2ncnc3onc(-c4ccc(F)cc4)c23)cc1,-19%,-10%,2%,-1.0,-16%,3,7%,nt,0.0
CCC(NC(=O)CN1CCN(C(=O)c2cccs2)CC1)c1ccc(C)cc1 (centres undefined),-13%,5%,5%,-0.7,4%,-3,-19%,-12,9.3
CCOc1ccc(NCc2nnc(SCc3ccccc3Cl)n2-c2ccccc2)cc1,-11%,-1%[57.1 µM],6%,0.0,1%,-3,3%[57.1 µM],6,0.6
CCOC(=O)C1CCN(C(=O)COC(=O)c2ccc3c(c2)C(=O)N(c2ccc(OCC)cc2)C3=O)CC1,-18%,-3%,0%,0.8,0%,0,18%,-2,0.5
Cc1ccc(C)c(CSc2nc3ccncc3n2Cc2nc(-c3ccccc3Cl)oc2C)c1,-21%,0%,24%,1.0,-2%,1,4%,nt,1.1
COc1cc(CN(C(=S)NCC(=O)NC2CCCC2)C2CCCC2)cc(OC)c1OC,-12%,-6%,2%,0.2,1%,-4,1%,nt,nt
CSc1nc(C)cc(Oc2ccc(OCC(N)=O)nn2)n1,-17%,6%,0%,-0.6,3%,2,4%[57.1 µM],-23,3.1
COCCNc1ccc(-c2nc(-c3ccco3)no2)cc1[N+](=O)[O-],-17%,5%,35%[activator],0.5,5%,-1,11%,nt,-0.1
COc1ccccc1N1CCN(Cc2ccc(OC)c3ccccc23)CC1,-15%,8%,3%,0.3,6%,10,14%,72*,0.6
CONC(=O)C1CCN(C(=O)OCc2ccccc2)CC1,2%,3%[57.1 µM],-2%,0.7,0%,3,-8%[57.1 µM],nt,nt
O=C(CNc1ccc(Br)cc1)c1ccc(O)cc1,?,-11%[57.1 µM],2%,0.2,-1%,6,24%[57.1 µM],-22,-0.7
CC(C)(C)NC(=O)C(c1ccco1)N(Cc1ccc2c(c1)OCO2)C(=O)Cn1nnc2ccccc21 (centres undefined),-16%,7%,-8%,-1.3,-1%,0,20%,10,0.3
CC(C)C(NC(=O)c1ccc(C(C)(C)C)cc1)C(=O)Nc1ccc(N2CCOCC2)cc1 (centres undefined),-8%,-12%,?,0.5,-7%,4,4%,-7,-0.8
O=C(CN1C(=O)NC2(CCc3ccccc3C2)C1=O)Nc1ccc(Cl)cc1F (centres undefined),-5%,-3%,-1%,0.4,-3%,1,4%,12,2.9
COc1ccc(N(Cc2cc3cc(OC)ccc3[nH]c2=O)C(=O)C2CCCO2)cc1 (centres undefined),-3%,32%[activator][57.1 µM],4%,-0.1,1%,15,11%[57.1 µM],2,0.0
C=CCNC(=O)c1onc(CSc2ccc(F)cc2)c1C(=O)O,-21%,4%,3%,-0.8,6%,2,19%,5,0.1
CCN1CNC(=S)N(C(C)c2ccccc2)C1 (centres undefined),-6%,5%,0%,-0.6,7%,9,6%,12,-0.9
O=C(O)C1CCCN1C(=O)OCC1c2ccccc2-c2ccccc21 (centres undefined),-23%,-10%,-1%,0.3,-4%,12,-9%,8,-0.3
Cc1cc2oc3c(c(=O)c2cc1C)C(c1ccc(C(C)C)cc1)N(CCCN1CCOCC1)C3=O (centres undefined),-24%,-2%,0%,-1.1,-7%,7,2%,-7,-0.4
Cc1nnc(SCCCCSc2nnc(C)c(=O)[nH]2)[nH]c1=O,-8%,7%[11.4 µM],3%,0.7,3%,-1,12%[11.4 µM],-3,0.0
COc1ccc(N2CCN(/C(=N\S(=O)(=O)c3ccccc3)Nc3nc(C)cc(C)n3)CC2)cc1,-6%,0%,3%,0.3,-2%,-6,10%,11,-0.9
CCOc1ccc(NC(=O)CN(C)C(=O)/C=C/c2ccc(S(=O)(=O)N3CCCCCC3)cc2)cc1OCC,6%,1%,7%,-1.1,-6%,17,13%,-22,3.8
Nc1ccc2nc(-c3ccccc3)cnc2c1,-5%,5%[57.1 µM],?,nt,3%,nt,9%[57.1 µM],nt,nt
CN1CC2=Cc3ccccc3OC23Oc2ccccc2C=C3C1,-21%,7%,1%,0.5,22%,0,?,64*,59*
CCOc1ccc(CC(=O)Nc2sc(Cc3ccccc3)c(C)c2C(N)=O)cc1OCC,-27%,-8%,?,0.5,2%,5,?,-4,1.7
CS(=O)(=O)N(CC(=O)NCc1ccccc1)C1CCCCC1,-7%,-23%[11.4 µM],-10%,0.0,2%,-24,7%[11.4 µM],37*,-0.3
CC(=O)c1ccc(N2CCN(C(=O)C3CCN(C(=O)Nc4ccccc4)CC3)CC2)cc1,-8%,-10%,-1%,-0.4,5%,3,-4%,-2,-0.9
CN1C(=O)C(C)(C)c2cc(S(=O)(=O)NCC3CCC(C(=O)NC4CCCCC4)CC3)ccc21 (centres undefined),-18%,-4%,5%,-0.1,-8%,1,-3%,1,0.1
CCc1nnc(NC(=O)C2CCN(c3ncnc4sc(C)c(C)c34)CC2)s1,-17%,3%,-2%,-0.5,-5%,42*,2%,-1,0.4
COc1ccc([N+](=O)[O-])cc1NC(=O)C(C)N1CCN(C(=O)c2ccco2)CC1 (centres undefined),-4%,-6%[57.1 µM],-3%,1.3,7%,4,-16%[57.1 µM],-2,-0.9
CCN(CC)CCSc1nnc2c3cc(F)ccc3n(CC)c2n1,-9%,7%[11.4 µM],1%,-2.3,20%,1,4%[11.4 µM],nt,-0.2
CCOc1ccccc1NC(=O)c1nc2nc(C)cc(C(F)F)n2n1,-3%,1%[57.1 µM],4%,0.0,-3%,10,13%[57.1 µM],nt,0.8
Cc1ccc(NC(=O)C2CCN(S(=O)(=O)c3ccc4c(c3)NC(=O)C(C)S4)CC2)cc1Cl (centres undefined),-17%,-2%,0%,0.1,-3%,3,10%,73*,1.6

Source: PubChem BioAssay
